Source: PubChem BioAssay (NCI)
NCI-60 one-dose screen, 48 h, at 10 µM unless noted. Numbers give growth in % (100 = growth as untreated, 0 = no growth, -100 = all killed).
SR = SR leukemia cells; 73,000 compounds, 8.7% hits; AID 1794780
RPMI-8226 = RPMI-8226 leukemia cells | 77,000 compounds, 7.5% hits
K-562 = K-562 leukemia | AID 1794777 | 78,000 compounds, 7.4% hits
MDA-MB-231 = MDA-MB-231 breast cancer | AID 1794789 | 81,000 compounds, 5% hits
MDA-MB-435 = MDA-MB-435 melanoma; 82,000 compounds, 7.8% hits
MDA-MB-468 = MDA-MB-468 breast cancer | 78,000 compounds, 8.5% hits
MCF7 = MCF7 breast cancer; AID 1794796; 82,000 compounds, 6.3% hits
MOLT-4 = MOLT-4 leukemia cells; 80,000 compounds, 6.9% hits
Numbers without * were called inactive; · = no result given; & = joins results of further samples; ! = repeats disagree; [ ] = dose if it differs, or a comment. How the source made its calls: active means growth percent below 10; inactive means the rest.

Molecule,SR,RPMI-8226,K-562,MDA-MB-231,MDA-MB-435,MDA-MB-468,MCF7,MOLT-4
Clc1ccc(Oc2nc3c(Cl)cccc3s2)cc1Cl,111,73,110,69,112,75,46,83
O=C(NCc1cccnc1)Nc1cccc2c(NC(=O)NCc3cccnc3)cccc12,105,101,101,87,106,100,93,108
Cc1nc2ccccc2c(=O)n1C,102,110,105,·,98,107,91,117
CC(=O)Cc1ccccn1,108,103,100,105,102,120,98,102
COc1cc([C@@H]2NC(=O)NC(C)=C2C(=O)Nc2nc(-c3ccc(Cl)cc3)cs2)ccc1O,106,111,100,93,104,·,103,100
O=C(n1ccc2cc(OS(=O)(=O)c3ccc(F)cc3)ccc21)C12CC3CC(CC(C3)C1)C2,97,63,85,86,95,67,102,95
O=C(N/N=C/c1c[nH]c2ccccc12)c1cc(-c2ccccc2)on1,·,90,55,89,95,95,79,70
O=C(CN1CCN(c2cc3c(cc2F)c(=O)c(C(=O)O)cn3C2CC2)CC1)N/N=C/c1cccs1,86,96,88,85,104,105,96,91
O=S1(=O)c2ccccc2NC(c2ccccc2)C1c1ccccc1 (stereo not drawn),80,94,85,90,100,98,104,71
NC(=O)c1c(NC(=O)c2ccccc2C(F)(F)F)sc2c1CCC(=O)C2,27,-1.9*,12,16,15,15,5.9*,20
N#CCCN=Nc1c(O)[nH]c2ccc(F)cc12,·,109,119,102,97,99,94,103
C/C(=C(/C)C1CC1CCNS(=O)(=O)c1ccc(C)cc1)c1ccccc1 (stereo not drawn),115,100,88,99,103,85,90,100
CC1CN(C(=O)c2sc3ccccc3c2Cl)CC(C)O1 (stereo not drawn),96,78,84,98,102,94,87,77
O=C1OC(c2ccccc2)=N/C1=C\c1ccccc1,108,102,104,111,109,92,98,105
CCn1c(CN2CCN(Cc3ccccc3)CC2)nc2cc(NC(=O)c3cccs3)ccc21,-9.7*,-28*,-28*,-91*,-89*,-87*,-88*,-11*
Fc1cc2[nH]ncc2c2c3c(c(-c4cn[nH]c4C(F)(F)F)nc12)C1CCC3C1 (stereo not drawn),5.5*,7.7*,19,-5.2*,23,12,2.6*,6.1*
CCOC(=O)c1c(N)c(C#N)cn1-c1cc(OC)c(OC)c(OC)c1,105,104,105,100,103,103,91,102
COc1cc(/C=N/NC(=S)NNC(=S)Nc2ccccc2)cc(OC)c1OC,90,81,86,95,98,94,95,78
CCCCCCCCCc1ccc(OC(=O)CC)cc1,109,98,61,111,110,108,97,112
C=C1C(=O)O[C@H]2[C@H]1CC/C(COC(=O)C(=O)c1cn(C)c3ccc(OC)cc13)=C\CC[C@@]1(C)O[C@@H]21,2.4*,-38*,3.0*,-58*,-79*,-64*,-35*,-17*
O=C(NC1CCCCC1)c1cc(NCc2cc(O)ccc2O)ccc1O,104,84,101,92,113,109,103,79
CC1(C)CC(=O)C([C@H](c2ccc(Cl)cc2)N2c3ccccc3Sc3ccccc32)C(=O)C1,82,77,94,91,105,89,92,84
O=C(NCCCCO)c1cncnc1Nc1ccc(OCc2cccc(F)c2)c(Cl)c1,91,80,86,72,72,58,88,90
O=C(Cn1cc(COc2ncnc3sc4c(c23)CCCC4)nn1)Nc1ccccc1F,84,·,88,82,98,67,101,90
CCCCC(O)Cn1ncc(C(=O)OCC)c1NC(=O)NCc1ccccc1C(F)(F)F (stereo not drawn),88,89,72,92,99,99,94,94
CN1C/C=C\CCOc2cccc(c2)-c2ccnc(n2)Nc2cccc(c2)C1,-29*,-42*,-18*,-39*,-85*,-58*,-33*,-20*
CCCCOc1nc2ccc(OC)cc2cc1-c1cc(-c2ccc(Cl)cc2)nc(-c2ccc(Cl)cc2)c1,107,·,106,94,107,95,97,113
CCCCn1c(=O)c(/C=C/C(=O)/C=C/c2ccc(O)c(OC)c2)cc2ccc(Cl)cc21,3.8*,-14*,6.7*,-11*,2.8*,15,46,8.3*
Cc1cn(-c2cc(NC(=O)c3ccc(C)c(-n4cc(-c5cnc6cccnn56)nn4)c3)cc(C(F)(F)F)c2)cn1,23,54,4.7*,25,58,99,99,39
C=COCCCOc1ccccc1,89,101,111,97,99,116,100,99
CC1(C)CC[C@]23CC[C@]4(C)[C@H](CC[C@@H]5[C@@]6(C)C/C(=C\O)C(=O)C(C)(C)[C@@H]6CC[C@]54C)[C@H]2[C@H]1OC3=O,95,106,106,108,102,108,104,105
Oc1ccc(C(Cc2ccccc2)NCc2ccccc2)c(O)c1 (stereo not drawn),88,93,96,93,101,98,96,87
N#Cc1c(-c2ccccc2)nc(SCCC(=O)N2CCN(c3ccccc3)CC2)[nH]c1=O,85,101,104,112,113,113,109,·
O=C(/C=C/c1ccccc1)C1CC1,128,110,135,115,93,105,98,123
CCCCCCCCCCCCCCCCOc1ccc(C(=O)NN)cc1N,84,82,79,124,86,84,92,57
O=c1cc(N2CCNCC2)oc2c(-c3ccc4c(c3)OCCO4)csc12,105,106,113,97,96,88,99,100
C#Cc1cccc(Nc2ncnc3cc(OCCOC)c(OCCOC)cc23)c1,51,70,51,67,75,-4.8*,88,56
C[C@]12CC[C@@H]3c4ccc(O)cc4CC[C@H]3[C@@H]1C[C@H](O)[C@@H]2O,99,99,118,94,93,87,108,109
COc1ccc(-c2nc3ccccn3c2N)cc1,103,100,107,117,104,94,90,95
O=c1c2cc(F)ccc2sc2c(-n3cccn3)nc3ccccc3c12,·,·,107,81,92,96,80,103
CCC1=C[C@@H]2CN(C1)Cc1c([nH]c3ccccc13)[C@@](C(=O)OC)(c1cc3c(cc1OC)N(C=O)[C@H]1[C@@](O)(C(=O)OC)[C@H](OC(C)=O)[C@]4(CC)[C@@H]5C[C@@H]5CN5CC[C@]31[C@@H]54)C2,9.4*,-6.8*,9.4*,-24*,-57*,25,11,13
Nc1ccccc1SC(CC(=O)c1ccccc1)c1ccc([N+](=O)[O-])cc1 (stereo not drawn),2.3*!,-0.2*,13&69,85&84,87&101,82&93,22&33,62&82
O=C(/C=C/c1ccc(Cl)cc1)c1ccccc1,23,1.5*,67,119,97,90,24,97
COc1cccc(-c2nn(C(C)(C)C)cc2-c2ccnc(NCCCNS(=O)(=O)c3cccc4ccccc34)c2)c1,·,103,104,106,102,110,99,104
Fc1ccc(/C=C/c2cc(N3CCOCC3)c3cc(F)c(F)cc3n2)cc1,87,83,61,107,89,51,98,87
Cc1ccc2sc(-c3ccc(NC(=O)CNc4nnc(-c5cccnc5SCc5ccccc5)s4)cc3)nc2c1,81,80,85,46,96,57,71,68
Cc1cnc(Nc2ccc(OCCN3CCCC3)cc2)nc1NCc1ccco1,·,51,13,56,84,81,51,·
O=C(CN1CCN(c2cc3c(cc2F)c(=O)c(C(=O)O)cn3C2CC2)CC1)Nc1ccc(C(=O)/C=C/c2ccc(Cl)cc2)cc1,·,90,104,115,101,95,92,110
COc1ccc(-c2cc3cnc4ccccc4c3oc2=O)cc1,75,102,28,88,99,100,87,104
COCCOc1cnc2ccn([C@H](C)c3nnc4c(F)cc(-c5cnn(C)c5)cn34)c(=O)c2c1,84,79,97,64,60,97,103,79
Cc1cc(=O)[nH]c(NNC(=O)c2ccc(Cl)cc2)n1,92,101,91,106,105,98,98,95
O=C(O)C/C1=C/CCCCCC1,·,101,101,·,100,100,95,111
O=c1oc2ccc(I)cc2c(=O)n1-c1ccc(I)cc1F,·,-31*,5.6*,-9.7*,-4.7*,-2.1*,2.9*,-36*
CN(C)CCN(C=O)CCN(C)C,94,98,97,122,108,104,105,97
C=C(C)C(=O)Nc1ccccc1,93,100,98,106,99,91,96,96
CC1=[N+](C)c2ccccc2C1(C)C,89,103,93,121,108,101,100,97
CC(C)NCCOC(=O)c1ccc([N+](=O)[O-])cc1,111,102,119,115,109,101,105,120
O=c1cc(-c2ccc(O)cc2)oc2c(O)c(O)c(O)c(O)c12,·,·,78,100,105,·,100,·
O=C(/C=C/C(=O)Oc1ccccc1Cl)Oc1ccccc1Cl,34,74,50,110,96,91,76,24
CSC(=O)/C(CCC=C(C)C)=C1\[C@@H](OC(C)=O)C[C@@]2(C)[C@H]1CC(=O)[C@H]1[C@@]3(C)CCC(=O)[C@@H](C)[C@@H]3CC[C@@]12C,86,93,98,94,105,103,94,88

More compounds.
Molecule,SR,RPMI-8226,K-562,MDA-MB-231,MDA-MB-435,MDA-MB-468,MCF7,MOLT-4
CCn1cnc(C[C@H](NC(=O)[C@@H](NC(=O)Nc2cc(C(F)(F)F)cc(C(F)(F)F)c2)C(C)(C)C)C(=O)OC)c1,-38*[100 µM],-59*[100 µM],-47*[100 µM],-94*[100 µM],-91*[100 µM],-76*[100 µM],-62*[100 µM],-49*[100 µM]
O=c1ccc2nc(C(F)(F)F)nn(-c3ccccc3)c-2c1,-11*,46,-35*,61,62,-73*,-49*,-21*
Cc1onc(-c2ccccc2)c1-c1ccc(S(N)(=O)=O)cc1,103,92,·,97,98,94,118,99
CC(=O)OCCSCCOC(C)=O,97,·,95,115,106,109,96,97
Cc1c(F)cc(C(N)=O)cc1NCC(=O)Nc1ccc([N+](=O)[O-])cc1,107,110,101,90,100,92,87,105
O=C(c1ccc2ccccc2c1O)N1CCCCC1,104,100,100,101,108,98,106,101
COc1cc2nc(Cl)nc(Nc3cccc(C4=NN(C=O)C(c5cc(OC)c(OC)c(OC)c5)C4)c3)c2cc1OC (stereo not drawn),92,48,87,84,96,89,81,66
CCCCC1COc2cccc3c(SCC(=O)N(C)c4ccccc4OC(F)(F)F)cc[n+]1c23 (stereo not drawn),101,98,89,106,105,108,101,95
